HMGR II inh: inhibitors of E. faecalis class II HMGR, primary screen, biochemical, Enterococcus faecalis | AID 1066, 2008 | 0.41% of 190,000 active | purified E. faecalis HMGR, NADPH absorbance 340 nm kinetic | HMG-CoA reductase (Enterococcus faecalis, mvaE) | inhibition, % at 10 µM;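 active means inhibition above a set limit, the median over all tested compounds plus 3 SD, cut at about 9.5% in these data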;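 further: enzyme runs in reverse so mevalonate oxidation gives rising NADPH absorbance; 0% = complete reaction with DMSO and 100% = background rate lacking mevalonate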
Hsp70 act: Hsp70 transcriptional activators, primary screen, cell-based, HeLa, Hsp70 promoter luciferase, luminescence, 10 µM; activation, % at 10 µM; 0.04% of 200,000 active; HeLa Hsp70 promoter luciferase reporter; scaled: vehicle 0, proteasome-inhibitor control 100%;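 active means activation above the mean across all tested compounds plus 3 SD, cutoff set per campaign, cut at about 5.5% in these data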;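 further: 100% = MG132 at 30 µM as the positive control and 0% = DMSO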
STAT3 inh: IL-6 driven STAT3 reporter inhibitors, primary screen, U3A cells, luciferase, luminescence, MLSCN library | inhibition, % at 5.5 µM | 0.89% of 190,000 active | AID 862, 2007 | IL-6 STAT3-luciferase reporter; host cell line lacks STAT1;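 active means inhibition above the mean inhibition across all screened compounds plus 3 SD, cut at about 44% in these data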;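 further: 0% = DMSO only wells and 100% = 100 µM nifuroxazide control wells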
Redox H2O2 prof: compounds producing H2O2 with reducing agent – biochemical, NIH compound library profiling, artefact control for MLSCN library redox annotation, primary screen; DTT-dependent redox cycling H2O2, phenol red/HRP absorbance; 100% = 100 µM peroxide control, 0% = buffer; activation, % at 10 µM; 0.03% of 200,000 active;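 active means activation of at least 50% relative to the plate's high and low controls in the primary single-dose screen; inactive means activation below 50%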;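 further: compound incubated with DTT at 0.8 mM final as the reducing agent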
NF-kB neuron act: activators of NF-kB expression in neurons, primary screen, cell-based, HTS; human neuronal cells, NF-kB reporter expression; stronger effect = higher value; fold change at 12.5 µM; 1.6% of 190,000 active; AID 1239, 2008; in the data active means fold change above about 3.3
APP 5'UTR act: activators of APP 5'UTR luciferase reporter, primary screen, SH-SY5Y cells; SH-SY5Y APP 5'UTR luciferase reporter, luminescence; zero percent = DMSO vehicle wells; activation, % at 2 µM; 1% of 190,000 active; AID 1276, 2008;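 active means activation above a set limit, based on mean plus 3 SD of controls, cut at about 140% in these data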; further: values of inactives mirror those of a sister screen read the other way
TLR4-MyD88 BLA: inhibitors of TLR4-MyD88 association in cells, primary screen, cell-based, HeLa CL3-4, BLA complementation, FRET ratio; HeLa CL3-4 TLR4/MyD88 BLA complementation; inhibition, % at 8.4 µM; 0.18% of 200,000 active; AID 861, 2007; in the data active means inhibition above about 25%;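 further: 0% = vehicle and 100% = reference inhibitor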
Target sequence (O00206 whole entry, looked up): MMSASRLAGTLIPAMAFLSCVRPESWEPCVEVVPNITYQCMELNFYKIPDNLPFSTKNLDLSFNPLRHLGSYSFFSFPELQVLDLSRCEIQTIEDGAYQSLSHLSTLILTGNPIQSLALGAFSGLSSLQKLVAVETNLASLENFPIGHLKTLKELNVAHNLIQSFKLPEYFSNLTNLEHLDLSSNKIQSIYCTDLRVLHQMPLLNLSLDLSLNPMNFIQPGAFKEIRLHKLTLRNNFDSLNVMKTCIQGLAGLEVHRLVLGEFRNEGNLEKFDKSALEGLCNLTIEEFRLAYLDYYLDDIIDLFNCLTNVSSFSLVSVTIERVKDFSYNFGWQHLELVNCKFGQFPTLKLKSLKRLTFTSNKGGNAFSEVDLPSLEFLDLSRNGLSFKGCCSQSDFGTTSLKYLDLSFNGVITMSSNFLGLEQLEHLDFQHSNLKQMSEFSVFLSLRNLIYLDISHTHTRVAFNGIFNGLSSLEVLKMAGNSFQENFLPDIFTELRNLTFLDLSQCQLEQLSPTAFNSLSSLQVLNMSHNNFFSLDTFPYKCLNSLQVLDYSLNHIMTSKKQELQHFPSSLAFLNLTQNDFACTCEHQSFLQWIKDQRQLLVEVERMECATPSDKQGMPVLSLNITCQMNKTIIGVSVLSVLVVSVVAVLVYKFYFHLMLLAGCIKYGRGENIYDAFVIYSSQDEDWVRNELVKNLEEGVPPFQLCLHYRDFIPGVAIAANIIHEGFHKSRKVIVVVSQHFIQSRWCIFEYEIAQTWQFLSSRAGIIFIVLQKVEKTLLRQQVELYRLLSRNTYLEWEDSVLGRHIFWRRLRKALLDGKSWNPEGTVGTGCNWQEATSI
Target sequence (Q99836 whole entry, looked up): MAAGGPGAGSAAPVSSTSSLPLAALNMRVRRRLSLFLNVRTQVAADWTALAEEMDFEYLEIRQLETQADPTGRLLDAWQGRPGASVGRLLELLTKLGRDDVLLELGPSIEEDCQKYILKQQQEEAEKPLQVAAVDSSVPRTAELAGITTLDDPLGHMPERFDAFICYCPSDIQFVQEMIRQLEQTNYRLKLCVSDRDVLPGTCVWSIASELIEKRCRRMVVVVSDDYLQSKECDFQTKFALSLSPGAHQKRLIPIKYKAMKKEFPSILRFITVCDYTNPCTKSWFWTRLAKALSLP
STAT3 activator: IL-6 driven STAT3 reporter potentiators, primary screen, U3A cells, luciferase, luminescence, MLSCN library; IL-6 STAT3-luciferase reporter; 100% = signal with IL-6 EC80 alone; activation (% of control), % at 5.6 µM; 0.91% of 190,000 active;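 active means activation above the screen-wide mean of compound activation plus 3 SD, cut at about 130% in these data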;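 further: 0% = background luminescence of wells with medium and substrate only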
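Test system: Human STAT1-deficient U3A cells with stable STAT3-luciferase reporter | Also added: Interleukin-6, 33 ng/mL | Timing: Compound pre-incubation 1 h before IL-6, then 6 h stimulation at 37 °C | Technique: Luciferase reporter luminescence | Read-out: Percent of IL-6-only median luminescence | Benchmarks: IL-6-only wells as 100% reference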
STAT1 inh: STAT1 signaling inhibitors, primary screen, cell-based, HTS, luciferase reporter; NIH 3T3 STAT1-luciferase reporter, IFN-gamma, luminescence; inhibition, % at 5.5 µM; 0.35% of 200,000 active; AID 920, 2007;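 active means inhibition above a set limit, the mean inhibition across all tested compounds plus 3 SD, cut at about 34% in these data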;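 further: 0% = IFN-gamma with DMSO and 100% = IFN-gamma with 300 µM nifuroxazide; values of inactives mirror those of a sister screen read the other way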
STAT1 activator: STAT1 signaling activators, primary screen, cell-based, HTS, luciferase reporter; NIH 3T3 STAT1-luciferase reporter, IFN-gamma, luminescence; 100% = IFN-gamma alone, no compound; activation (% of control), % at 5.5 µM; 2.6% of 200,000 active; AID 932, 2007;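 active means activation above the screen-wide mean activation plus 3 SD, cut at about 130% in these data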;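 further: raw ratio to IFN-gamma control signal so 100% means no change and 0% no light; values of inactives mirror those of a sister screen read the other way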
The depositor's hits bear a star; · = not tested or not shown.

SMILES	HMGR II inh	Hsp70 act	STAT3 inh	Redox H2O2 prof	NF-kB neuron act	APP 5'UTR act	TLR4-MyD88 BLA	STAT3 activator	STAT1 inh	STAT1 activator
COC(=O)c1ccc(COn2c(=O)c(C)[n+]([O-])c3ccccc32)cc1	1	-0.5	32	1.6	1	8	2	76	6	95
CCS(=O)(=O)c1ccc(C(=O)NC)c(Cl)c1Cl	-4	-0.1	-2	-0.7	1	10	-7	110	-3	103
N#Cc1cc2ccccc2nc1SCC(=O)Nc1ccccc1N1CCOCC1	-8	0.0	-8	0.3	0.82	-8	2	108	-3	103
O=C(c1ccccc1F)N1C(=O)c2cccc3cccc1c23	-2	-0.3	8	-0.3	1.2	10	-17	101	7	94
COc1ccc(CCNC(=O)C2CCN(S(=O)(=O)N3CCCCC3)CC2)cc1OC	1	1.1	6	-3.1	1	-3	1	99	0	100
CN(C)c1ccc(C(=S)N2CCN(Cc3ccccc3)CC2)cc1	4	-0.2	6	-1.2	0.89	-15	-7	100	-4	102
CC(OC(=O)c1ccccc1O)C(=O)Nc1cccc(Cl)c1 (stereo not drawn)	-4	0.1	22	-1.6	1.3	10	-12	84	19	82
O=C(c1ccc(Cl)cc1)c1cnc(-c2ccccc2)s1	-4	-0.3	15	-3.2	1.3	8	3	89	-3	102
CC(=O)c1cccc(NC(=O)CN2C(=S)NC(C)(C)CC2C)c1 (stereo not drawn)	1	0.0	6	-2.5	1.3	1	-2	96	4	94
COc1ccc(NC(=O)c2cccc(OS(=O)(=O)N(C)C)c2)cc1	-1	0.1	10	-0.3	4.8*	157*	4	98	-12	110
CCOC(=O)CSc1nnc(-c2nnc(SCC(=O)OCC)n2CC)n1CC	0	-0.3	15	-0.7	1.6	8	8	92	-1	100
Cn1c(-c2ccco2)n[nH]c1=S	1	-0.2	14	-0.7	1.2	-14	6	94	4	96
O=C(Nc1ccccn1)C12CC3CC(CC(C3)C1)C2	1	0.2	9	-1.6	1.4	-12	7	98	2	98
O=C(CN1C2CCCC1CC(NC(=O)c1ccccc1)C2)NC1CC1 (stereo not drawn)	-4	-0.2	-3	-0.6	0.91	11	-5	109	-12	109
CC(=O)c1ccc(NC(=O)Nc2ccc3c(c2)nc(C)n3C)cc1	1	0.2	14	0.1	1.9	41	1	91	-33	128
Cc1ccc(NC(=O)Cn2c([N+](=O)[O-])cnc2C)cc1	6	-0.3	14	-0.1	1.1	-7	5	93	-1	101
CC(=O)N[C@@H]1c2c(ccc3ccccc23)OC[C@@H]1COC(C)=O	-2	-0.3	12	-1.7	1.1	7	-12	91	5	95
N=C1/C(=C/c2ccc(-c3cccc(C(=O)O)c3)o2)C(=O)N=C2SC=C(c3ccccc3)N12	-5	0.0	-16	-1.3	1.4	-1	3	116	2	98
C=CCn1c(-c2oc3nc(-c4ccccc4)cc(-c4ccccc4)c3c2N)n[nH]c1=S	-1	-0.4	1	0.4	0.98	-2	8	102	2	98
CC(=O)Nc1ccc(NC(=O)Cc2sc(-c3cccnc3)nc2-c2ccc(C)cc2)cc1	-2	-0.5	17	-0.3	1	-2	-2	87	7	94
CSc1ncc(F)c(N(CCO)CCO)n1	0	-0.2	4	0.1	0.88	-6	-2	97	-6	105
CCOc1ccc(-c2nnc(-c3snc(-c4ccc(F)cc4)c3N=CN(C)C)o2)cc1	0	0.2	-2	-1.3	0.83	-5	3	108	0	101
O=C(c1ccco1)N1CCN(c2ccnc3cc(Cl)ccc23)CC1	-1	0.0	11	-0.5	0.5	8	-12	98	35*	67
CCC(C)NC(=O)CN(c1ccc(OC)cc1)S(=O)(=O)c1ccccc1 (stereo not drawn)	4	-0.1	10	-0.1	1.4	7	0	99	3	97
O=C(O)CC1(CC(=O)N2CCN(CCO)CC2)CCCC1	2	-0.3	1	-3.4	0.97	-5	-13	99	-6	106
SMILES	HMGR II inh	Hsp70 act	STAT3 inh	Redox H2O2 prof	NF-kB neuron act	APP 5'UTR act	TLR4-MyD88 BLA	STAT3 activator	STAT1 inh	STAT1 activator
c1ccc(C[n+]2cccc(-c3ccccc3)c2)cc1	2	-0.6	11	-0.3	0.73	-16	1	94	12	90
c1ccc(Nc2nc(N3CCNCC3)nc(N3CCOCC3)n2)cc1	-5	-0.2	6	0.7	0.75	-14	12	98	4	96
CO/N=C(/CS(=O)Cc1ccccc1Cl)c1ccc(Cl)cc1Cl (stereo not drawn)	3	-0.2	6	1.9	0.87	-8	0	103	2	97
C=CCn1c(=O)c2c(C)c(C)sc2n2c(Nc3ccc(OC)cc3)nnc12	-7	-0.3	20	1.6	1	-5	1	86	9	91
OC(COc1ccccc1)CN1CCN(CC(O)COc2ccccc2)CC1 (stereo not drawn)	2	-0.2	2	-1.9	0.97	4	-11	100	13	87
Cc1csc(Nc2ccccc2)n1	-7	0.2	16	-1.4	1.7	41	-7	94	-8	108
COCCN(C(=O)CSc1nc2ccccc2c(=O)n1C(C)COC)c1c(N)n(Cc2ccccc2)c(=O)[nH]c1=O (stereo not drawn)	2	0.1	-2	-0.6	1.4	-12	4	102	-1	101
CCOc1cc(-c2nc(-c3ccncc3)no2)cc(OCC)c1OCC	4	0.1	9	0.0	1.5	-4	-3	98	-3	102
Cc1ccc(NC(=S)N/N=C/c2c(C)nn(-c3ccccc3)c2N2CCCC2)cc1	-7	-0.4	5	0.9	1	7	7	95	8	92
CC1CCc2sc(NC(=O)C3CC(Cl)=CCC3C(=O)O)c(C#N)c2C1 (stereo not drawn)	-3	-0.1	0	-0.8	1.2	-1	7	102	-1	102
CC(C)(C)OC(=O)NC(CO)c1cn([C@@H](Cc2cc3ccccc3[nH]2)C(=O)N2CCN(C(=O)OC(C)(C)C)CC2)nn1 (stereo partly drawn)	-4	-0.5	·	0.5	1	9	9	·	2	100
c1cncc(C(c2nnnn2C2CCCC2)N2CCCC2)c1 (stereo not drawn)	-1	-0.2	4	0.4	1.1	1	12	99	-1	101
CCN(CC)C(=O)CSc1nnc(C2CCCCC2)o1	6	-0.1	5	2.1	1.3	-3	5	100	-12	111
CC(C)Nc1nnc(SC(C)C(=O)Nc2ccc(Cl)cn2)s1 (stereo not drawn)	-9	-0.2	-5	-0.6	1.2	39	-7	104	-1	102
CCCOc1ccc(-c2nc(OC)c3ccccc3n2)cc1	-2	0.2	-42	1.8	1.7	0	3	142*	-7	106
c1ccc2c(c1)OCCOCCOCCO2	-3	-0.1	-12	-0.2	1.2	10	-3	111	1	97
CCOC(=O)c1cnc2cc(Cl)c(OC)cc2c1NCC1CCCO1 (stereo not drawn)	-5	-0.2	7	-0.1	0.77	17	6	97	6	95
COc1cc(C(=O)Nc2nnc(-c3sccc3C)s2)cc(OC)c1OC	-4	-0.2	3	0.4	1.1	-3	-2	99	1	99
CCN(CC)S(=O)(=O)c1ccc(O)c(NC(=O)CN2CCc3ccccc3C2)c1	-2	-0.3	2	-3.1	1.2	-1	-7	100	2	96
CC1CCN(C(=O)CNC(=O)Cc2ccccc2)CC1	4	-0.1	9	-0.7	·	4	-7	97	-4	104
O=C(CSc1nnc(CNC(=O)c2cccs2)o1)NC1CCCC1	1	-0.2	-5	1.3	1.1	-1	-3	107	2	98
O=C(NC1CCCCCCC1)C1CCN(S(=O)(=O)N2CCCC2)CC1	-1	-0.1	1	-1.4	1.1	14	23	103	-13	114
C=CCn1c(=NC(=O)CC)n(C)c2ccccc21	0	-0.1	9	-0.3	1.5	3	-10	96	7	93
COC(=O)c1sc2nc(C)c([N+](=O)[O-])c(C)c2c1N	0	-0.5	9	0.2	1.5	-6	-6	89	-11	110
O=C(Cc1ccc(-n2cccc2)cc1)NC1CCCCCC1	-1	-0.3	10	-4.5	0.93	-9	-5	94	-3	103
SMILES	HMGR II inh	Hsp70 act	STAT3 inh	Redox H2O2 prof	NF-kB neuron act	APP 5'UTR act	TLR4-MyD88 BLA	STAT3 activator	STAT1 inh	STAT1 activator
Cc1cc(C)c2nc(SCC(=O)NCCC3=CCCCC3)cc(C)c2c1	-3	0.0	1	0.2	0.85	-13	4	100	-1	101
O=C(CNC(=O)c1cccs1)OCC(=O)c1cccs1	2	-0.2	-4	-0.2	1	1	-2	104	1	98
CNC(=O)CC(C(=O)O)c1ccc(OC(C)C)cc1 (stereo not drawn)	2	-0.2	-7	0.0	0.94	13	-9	104	-2	102
Cc1ccc(C(=O)NCC(=O)N/N=C/c2sccc2C)cc1[N+](=O)[O-]	-5	0.1	18	0.7	0.96	-6	-1	91	1	97
COc1cc(C2C(C(=O)c3ccco3)=C(O)C(=O)N2Cc2cccnc2)cc(OC)c1OC (stereo not drawn)	-3	-0.2	3	-2.6	0.99	18	-12	100	-1	100
COC(CN(C(=O)CCl)C(C(=O)NC1CCCC(C)C1C)c1ccc(C)cc1)OC (stereo not drawn)	-5	-0.1	-7	-0.1	1	26	17	104	11	90
CCOc1ccc(-c2noc(COC)n2)cc1OC	-6	-0.2	-8	0.9	1.4	10	-7	109	-5	102
CCCS(=O)(=O)N1CCN(S(=O)(=O)c2ccccc2)CC1	-8	0.0	-3	0.0	1.3	-5	2	108	6	95
O=C(c1cccc(Cl)c1)N1CCC(c2nc3ccccc3[nH]2)CC1	-3	0.0	5	0.3	1.1	2	2	102	-4	103
Cc1ccc2nc(NC(=O)CSc3nnc(C)c(=O)n3N)sc2c1	0	-0.4	2	0.1	1.4	16	6	100	-13	111
CCCC(=O)N1CCN(c2ccc(NC(=S)NC(=O)c3cccc(C)c3)cc2)CC1	4	-0.4	22	-0.2	0.72	14	1	85	16	83
C=C(C)c1cccc(C(C)(C)NC(=O)NCc2ccncc2)c1	3	-0.2	7	-0.6	·	11	1	99	-2	102
COC(=O)[C@H](CCSC)NC(=O)Nc1ccc(C)c(C)c1	-4	-0.4	4	2.1	1.3	10	2	105	3	98
CCNC(=O)CC1SC(=Nc2cccc3ccccc23)N(C)C1=O (stereo not drawn)	-2	-0.3	-1	0.0	1.2	4	-15	101	4	97
COc1ccc(S(=O)(=O)Nc2nccs2)cc1OC	-8	-0.4	8	-9.6	0.86	-5	-2	95	5	96
S=c1[nH]nc(-c2ccccc2)n1CC1CCCO1 (stereo not drawn)	-9	-0.2	16	-0.8	1.1	-6	5	89	-1	101
CCC(SC1=N/C(=C/c2ccccc2OC)C(=O)N1c1ccccc1)C(=O)Nc1cc(C)on1 (stereo not drawn)	3	-0.1	9	-4.3	0.93	-4	-1	97	11	90

As entered above.
HMGR II inh result of S=c1[nH]nc(-c2ccccc2)n1CC1CCCO1 (stereo not drawn) stands at -9
STAT3 activator result of CCC(SC1=N/C(=C/c2ccccc2OC)C(=O)N1c1ccccc1)C(=O)Nc1cc(C)on1 (stereo not drawn) stands at 97

The order is random (roughly 5.6% active in at least one column).
